High-throughput results deposited in PubChem BioAssay by The Scripps Research Institute Molecular Screening Center.
TTR transcr act: increases transthyretin transcription; SH-SY5Y TTR promoter Gaussia luciferase, luminescence; 100% = recombinant luciferase protein wells; activation, % at 16.7 µM; AID 1117267; 92,000 compounds, 1.3% hits;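 active = activation above the mean of all tested compounds plus 3 SD, cut at about 9.5% in these data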;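 also: cells exposed to compounds for one day before reading; 0% = median of all test compound wells on the plate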
The depositor's hits bear a star.

SMILES	TTR transcr act
CCC(C(=O)Nc1cc(C(=O)Nc2cc(C)ccn2)ccc1Cl)c1ccccc1 (configuration not stated)	-0.6
CCc1c(C)[nH]c(C(=O)OCc2ccccc2)c1C	1.1
COc1ccccc1CN=c1c([N+](=O)[O-])nn(-c2ccc3c(c2)OCCO3)n1O	8.2
Cc1ccc(/C=C/C(=O)NC2=NCCS2)cc1	0.8
CC(=O)Nc1ccc(Sc2ccccc2C(=O)O)c(C(=O)O)c1	7.5
Cc1cc(C(=O)NCC(=O)OCC(=O)N2CCCCCC2)ccc1[N+](=O)[O-]	0.3
CN(C)S(=O)(=O)c1cc(NC(=O)CN2CCN(c3ccccc3O)CC2)ccc1Cl	-0.8
CCN(CC)CCCNC(=S)N(Cc1ccco1)Cc1cc2cc3c(cc2[nH]c1=O)OCCO3	1.2
CN(Cc1ccc(C(F)(F)F)cc1)C(=O)c1ccc2ccccc2n1	1.0
O=C(NCCN1C(=O)S/C(=C\c2cccnc2)C1=O)c1ccc([N+](=O)[O-])s1	-2.1
CCc1nnc(NC(=O)c2ccc(-c3ccccc3Cl)o2)s1	-3.3
CCOC(=O)N1CCN(S(=O)(=O)c2cc(Cl)ccc2Cl)CC1	-4.2
O=C(c1ccco1)N1CCCSC1=Nc1ccccc1	0.9
COc1ccc(Br)cc1/C=N/Nc1ccc(S(=O)(=O)Nc2ccccc2C(=O)O)cc1[N+](=O)[O-]	-1.4
O=C(Cn1ncc2c([nH]c3ccccc32)c1=O)N1CCN(c2ccccc2F)CC1	4.2
CCOC(=O)N1CCN(C(=O)C(=O)Nc2ccc3nc4n(c(=O)c3c2)CCCCC4)CC1	1.2
CC(=O)c1ccc(S(=O)(=O)NC2CCCCCCC2)cc1	1.3
COC(=O)c1nn(-c2ccccc2)ccc1=O	9.1
O=C(OCc1ccccc1)c1cccc(-c2nnc(-c3ccccc3)o2)c1	2.5
O=C(Cn1c(-c2cncs2)nc2ccccc21)NCc1ccccc1	4.8
CCCc1nc(SCC(=O)Nc2nc3c(s2)CCCC3)c2ccccc2n1	-0.5
CCN(C(=O)COC(=O)CCc1ccc(OC)cc1)c1c(N)n(Cc2ccccc2)c(=O)[nH]c1=O	2.7
Cc1c(O)ccc(/C(Cc2ccc3ccccc3n2)=N\N)c1O	-1.0
O=c1cc(-c2ccccc2)nc(N2CCN(Cc3ccccc3)CC2)[nH]1	6.9
Cc1ccnc2nc(C(=O)OCCOc3ccc(F)cc3)nn12	1.5
Cc1cccc(NC(=O)c2cc(N3C(=O)CCC3=O)ccc2Cl)n1	-2.5
Cc1c(NC(=O)c2nn(C)c(=O)c3ccccc23)c(=O)n(-c2ccccc2)n1C	2.8
NC(=O)c1ccc(F)cc1	-0.9
COc1ccc(-c2cnn3c4c(c(C)nc23)CCN4C2CCCC2)cc1OC	-1.3
CCOC(=O)c1c(N/N=C/c2cccnc2)n[nH]c1C	1.6

Looked up by structure from the entries so far (7):
SMILES	TTR transcr act
Cc1c(O)ccc(/C(Cc2ccc3ccccc3n2)=N\N)c1O	-1.0
CCN(C(=O)COC(=O)CCc1ccc(OC)cc1)c1c(N)n(Cc2ccccc2)c(=O)[nH]c1=O	2.7
CCCc1nc(SCC(=O)Nc2nc3c(s2)CCCC3)c2ccccc2n1	-0.5
NC(=O)c1ccc(F)cc1	-0.9
Cc1c(NC(=O)c2nn(C)c(=O)c3ccccc23)c(=O)n(-c2ccccc2)n1C	2.8
COc1ccc(-c2cnn3c4c(c(C)nc23)CCN4C2CCCC2)cc1OC	-1.3
O=c1cc(-c2ccccc2)nc(N2CCN(Cc3ccccc3)CC2)[nH]1	6.9

Later entries.
SMILES	TTR transcr act
O=C(CCS(=O)(=O)c1ccc(Br)cc1)N1CCN(c2ccccc2Cl)CC1	-1.7
CC(Sc1nccn1C)C(=O)Nc1ccccc1 (configuration not stated)	-0.5
CCOC(=O)c1c(C)[nH]c(C)c1C(=O)COC(=O)c1ccc(Cl)nc1	-1.5
CC(C)CN(C(=O)c1ccc(F)cc1F)c1c(N)n(CC(C)C)c(=O)[nH]c1=O	0.0
COc1cc2c(cc1NC(=O)C(C)OC(=O)/C=C/c1ccc(OC(F)F)cc1)oc1ccccc12 (configuration not stated)	-0.3
Cc1cccc(S(=O)(=O)NNC(=O)c2cc(-c3ccc(F)cc3)nc3ccccc23)c1	-1.3
CCCCC[C@@H]1C=C(C(=O)O)[C@H](c2ccc(Cl)cc2)N1S(=O)(=O)c1ccc(C)cc1	-1.3
CN(C)c1ccc(/C=N/NS(=O)(=O)c2ccc(Br)cc2)cc1	2.6
CCC(C)n1c(SCC(=O)NC(=O)c2cccn2C)nc2ccccc2c1=O (configuration not stated)	2.1
CCn1c(CNC(=O)c2cccc(C)c2)nnc1SCC(=O)Nc1nnc(C)s1	0.6
Cn1nnnc1-c1cc(Br)ccc1NC(=O)c1ccccc1	10*
O=C(NCc1ccccc1)c1cc(C2CCCCN2S(=O)(=O)c2ccccc2)on1 (configuration not stated)	1.0
Cc1ccc(OCC(=O)Nc2cccc(O)c2)cc1C	1.4
Cc1ccc(-n2nc3c(c2NC(=O)c2ccc(OC(C)C)cc2)CS(=O)C3)cc1 (configuration not stated)	-2.2
Cc1cc(Cl)c2oc(C(=O)N(C)CCCCN3CCOCC3)c(C)c2c1	8.2
Fc1ccccc1/C=C1\CCCC2=C1Nc1nnnn1C2c1ccccc1F (configuration not stated)	-3.6
CS(=O)(=O)c1cccc(C(=O)Nc2cccc(-c3nc4ccccc4[nH]3)c2)c1	1.4
COC(=O)c1sc(N2CCN(c3ccc(Cl)cc3)CC2)nc1N	-1.8
O=C(COC(=O)c1ccc(O)cc1O)NC(=O)Cc1ccccc1	-0.6
O=C(c1cc(-c2ccncc2)nc2c(Cl)cccc12)N1CCN(c2ccccc2F)CC1	-2.0

Structural class, the entries above with a furan ring, fused or not
SMILES	TTR transcr act
CCN(CC)CCCNC(=S)N(Cc1ccco1)Cc1cc2cc3c(cc2[nH]c1=O)OCCO3	1.2
CCc1nnc(NC(=O)c2ccc(-c3ccccc3Cl)o2)s1	-3.3
O=C(c1ccco1)N1CCCSC1=Nc1ccccc1	0.9
COc1cc2c(cc1NC(=O)C(C)OC(=O)/C=C/c1ccc(OC(F)F)cc1)oc1ccccc12 (configuration not stated)	-0.3
Cc1cc(Cl)c2oc(C(=O)N(C)CCCCN3CCOCC3)c(C)c2c1	8.2

(list continues)
SMILES	TTR transcr act
CCCCn1nc(CC(=O)NCCN(CC)CC)c2ccccc2c1=O	-0.8
Cc1cc(NS(=O)(=O)c2ccc(NC(=O)/C=C/c3ccccc3)cc2)nc(C)n1	1.2
Cc1ccc(-c2ccc(CN3C(C(C)C)C(=O)N(Cc4cn(CC5CCCCC5)nn4)CCS3(=O)=O)cc2)cc1 (configuration not stated)	-1.5
O=C(CC1N=C2c3ccccc3N=C(SCc3ccc(F)cc3)N2C1=O)NCc1ccco1 (configuration not stated)	-1.9
CCOC(=O)C(c1ccccc1)C(Nc1cc(C(F)(F)F)cc(C(F)(F)F)c1)c1ccccn1 (configuration not stated)	-1.1
Cc1nn(Cc2ccc(Cl)cc2Cl)c(C)c1NC(=O)c1nn(C)cc1Cl	7.4
NC(=S)N=Nc1c(O)n(CCCl)c2ccc(Cl)cc12	-1.1
O=S(=O)(c1ccccc1)N1CCNCC1	0.7
CN1C(CC(=O)Nc2ccc(Cl)cc2Cl)c2ccccc2CC1(C)C (configuration not stated)	-2.4
C[C@H]1CN([C@@H](C)CO)C(=O)Cc2cc(NS(=O)(=O)c3ccc(Cl)cc3)ccc2O[C@@H]1CN(C)C(=O)Nc1cccc2ccccc12	-0.6
CCCCn1c(N)c(N(CC(C)C)C(=O)CCCSc2nncs2)c(=O)[nH]c1=O	0.3
O=C(NCCc1ccccc1)C1CCN(C2CCN(Cc3ccco3)CC2)CC1	0.1
CCOC(=O)C1=C(C)N(C[C@@H]2CC[C@@H](Cc3ccc4cc(OC)ccc4c3)O2)C(=O)NC1c1ccccc1 (some centres not stated)	-1.8
Cc1cc(C)c(CN2CCN(C(=O)Cn3ccc(NC(=O)OCc4ccccc4)nc3=O)CC2)c(C)c1	-1.3
CN(/N=C/c1ccc([N+](=O)[O-])o1)c1ccccc1	-2.2
O=S(=O)(Nc1ccc(Cc2ccncc2)cc1)c1cccs1	-0.6
O=C(Cc1ccc(Br)cc1)Nc1ccc2[nH]ncc2c1	0.4
CCc1ccc(NC(=O)COC(=O)/C=C/c2ccco2)cc1	2.0
CCn1ncc(/C=N\NC(=O)c2csc3ccccc23)c1C	15*
S=C(NCCc1ccccn1)Nc1ccc(Cl)cc1	-1.7
O=C(OCC(=O)N1CCc2ccccc2C1)c1c(F)cccc1Cl	1.7
CS(=O)(=O)NCCNC(=O)c1cc(OCC(F)(F)F)ccc1OCC(F)(F)F	1.1
Cn1c(CN2CCN(C(=O)c3ccccc3)CC2)nc2cc([N+](=O)[O-])ccc21	-1.7
CNc1nc(-c2ccccc2)[n+](-c2ccc(C)cc2)s1	-0.2
COc1ccc(-c2nc(CCl)cs2)cc1	-1.6
Cc1cccc(N2CC(C(=O)Nc3nnc(SCC(=O)Nc4nccs4)s3)CC2=O)c1 (configuration not stated)	0.4
COc1ccc(-c2nnc3ccc(SCC(N)=O)nn23)cc1OC	-0.3
CC(C)CCNC(=O)NC(=O)CSc1nnc(-c2ccccc2Br)o1	-3.4
O=C(Nc1ccc(Nc2ccccc2)cc1)c1ccco1	1.5
Cc1ccc(C(=O)N/C(=C\c2cn(S(=O)(=O)N(C)C)c3ccccc23)C(=O)NCCCN2CCOCC2)cc1	0.2
O=c1[nH]nc(N/N=C/c2ccccc2OC(F)F)c(=O)[nH]1	0.5
CC(CNC(=O)CC[C@H]1O[C@@H](n2cnc3c(NC(=O)c4ccccc4)ncnc32)[C@H](O)[C@@H]1O)c1ccccc1 (some centres not stated)	-0.6
Cc1ccc2nsnc2c1NC(=O)COc1ccccc1F	-0.5
Cc1ccc(CN2CCN(C/C(Cl)=C/c3ccccc3)CC2CCO)o1 (configuration not stated)	1.3
S=C(c1ccc2c(c1)OCO2)N1CCN(c2cccc(Cl)c2)CC1	-3.2
C/C(=N\NC(=S)NC1CCCCC1)c1cccs1	-2.9
Cc1ccc(S(=O)(=O)N(CC2CO2)c2cc(Cl)ccc2Cl)cc1 (configuration not stated)	-1.4
COC(=O)c1ccccc1S(=O)(=O)N1CCC(C(=O)Nc2ccccc2N2CCOCC2)CC1	-0.3
CCCCC1CC(CSc2ncn[nH]2)OC1=O (configuration not stated)	0.5
Cc1cc2oc(C(=O)N(Cc3ccccc3)c3ccccn3)cc(=O)c2cc1Cl	5.4
Cc1c(N2C(=O)c3cccc4cccc(c34)C2=O)cnn1C	4.0
COC(=O)[C@@H](Cc1ccccc1)NC(=O)CC[C@H]1O[C@@H](n2cc(C)c(=O)[nH]c2=O)C[C@@H]1O	1.4
O=C(c1ccccc1-n1cccc1)N1N=C(C(F)F)CC1(O)C(F)F (configuration not stated)	-1.5
CC(C)C[C@H]1COCCS(=O)(=O)N1Cc1cccc(Cl)c1	-1.9
COc1ccc(NS(=O)(=O)c2cc(NC(=O)C3CC3)ccc2N2CCOCC2)cc1	6.2
Fc1cccc(Cl)c1CNc1ccc(N2CCCC2)cc1	1.4
Cc1cc(C(=O)N(C)C)sc1-c1ccccc1	0.1
C[C@@H]1CCCCO[C@@H](CN(C)C(=O)C2CCCCC2)[C@@H](C)CN([C@H](C)CO)C(=O)c2cc(NC(=O)NC3CCCCC3)ccc2O1	-1.3
CCC(=O)c1ccc(OCC(=O)NC2CCCC2)cc1	0.4
CCOc1ccc(N(CC(=O)NC2CCCC2)C(=O)CCCC(=O)Nc2ccccn2)cc1	1.2
The listing continues:
SMILES	TTR transcr act
C[C@@H]1CN([C@H](C)CO)S(=O)(=O)c2ccc(-c3cccc(C(=O)N(C)C)c3)cc2O[C@H]1CN(C)C(=O)Nc1ccc(F)cc1	1.0
CNC(=S)N/N=C/c1c(C(=O)OC)cnn1-c1ccc(Cl)cc1	-0.8
Cc1ccc2nc(NC(=O)COC(=O)c3ccco3)sc2c1	-2.1
COc1ccc(C(=O)Nc2nc3nccc(-c4ccccc4)n3n2)cc1	3.7
CC(C)CCN1CCN(Cc2nc(-c3ccccc3)cs2)CC1CCO (configuration not stated)	-0.9
Cc1cnc(C(=O)OCC(=O)NCCCc2ccccc2)cn1	-0.9
O=C1CCC(C(=O)OCC(=O)Nc2cc(Cl)ccc2F)=NN1	1.3
COc1cccc2cc(C(=O)c3ccccc3)oc12	4.7
CCn1c(SCC(=O)c2ccc(O)c(O)c2)nnc1-c1ccccc1OC	1.9
Cc1ccc(C(CCN)c2ccco2)cc1 (configuration not stated)	0.1
O=C(O)C(Cc1c[nH]c2ccccc12)NS(=O)(=O)c1ccc2ccccc2c1 (configuration not stated)	0.5
Cc1ccc(C(=O)C=Cc2cccc(C)c2)cc1	-2.8
O=C(Cc1ccc(NC(=O)C2CCCN(C(=O)C3CCC3)C2)cc1)Nc1cccc(C(=O)N2CCCC2)c1 (configuration not stated)	-0.2
O=C(O)C(Cc1c[nH]c2ccccc12)NS(=O)(=O)c1cccc2nsnc12 (configuration not stated)	1.3
O=C(O)c1ccc(N/N=C/c2ccc(-c3ccccc3)cc2)cc1	-0.6
Cc1c(S(=O)(=O)c2ccccn2)c(N)n(Cc2cccc(Cl)c2)c1C	-1.0
CCC(Sc1ncccc1Nc1ccccn1)C(=O)O (configuration not stated)	-2.7
O=C(Nc1ccc2nc3n(c(=O)c2c1)CCCC3)c1cccnc1Cl	-0.2
O=C(CSc1ccccn1)Nc1ccc(NC(=O)CSc2ccccn2)cc1	0.1
O=C(Nc1ccc(Cl)cc1)Nc1nnc(CSCc2ccccc2Cl)s1	-2.0
CCCCCCN(C(=O)CCCCCN1C(=O)NC(c2ccc(-c3ccccc3)cc2)C(C(=O)OCc2ccccc2)=C1C)C(C(=O)NCCCC)c1ccccn1 (configuration not stated)	-4.0
O=C(OCC#CCSc1nnc(-c2cccc(F)c2)o1)c1ccc(F)cc1	-0.6
O=C1Nc2ccccc2N(O)N1c1cc(-c2ccccc2Cl)no1	-2.1
CC(C)c1ccc(NC(=S)NCCc2c[nH]c3ccccc23)cc1	1.8

The list is partial; rates above refer to the full screens.
